High-throughput results as filed in PubChem.
STK33 kinase inh: inhibitors of purified STK33 kinase, primary screen, biochemical, ADP-Glo luminescence, homogeneous, cell-free. Serine/threonine-protein kinase 33 (Homo sapiens), Q9BYT3. MBP phosphorylation. inhibition, % at 10 µM. actives 0.073% (n = 320,000);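 active means inhibition at or above 25%, using the most active replicate where run in duplicate; inactive means inhibition below 25%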
Target sequence (Q9BYT3 whole entry, looked up): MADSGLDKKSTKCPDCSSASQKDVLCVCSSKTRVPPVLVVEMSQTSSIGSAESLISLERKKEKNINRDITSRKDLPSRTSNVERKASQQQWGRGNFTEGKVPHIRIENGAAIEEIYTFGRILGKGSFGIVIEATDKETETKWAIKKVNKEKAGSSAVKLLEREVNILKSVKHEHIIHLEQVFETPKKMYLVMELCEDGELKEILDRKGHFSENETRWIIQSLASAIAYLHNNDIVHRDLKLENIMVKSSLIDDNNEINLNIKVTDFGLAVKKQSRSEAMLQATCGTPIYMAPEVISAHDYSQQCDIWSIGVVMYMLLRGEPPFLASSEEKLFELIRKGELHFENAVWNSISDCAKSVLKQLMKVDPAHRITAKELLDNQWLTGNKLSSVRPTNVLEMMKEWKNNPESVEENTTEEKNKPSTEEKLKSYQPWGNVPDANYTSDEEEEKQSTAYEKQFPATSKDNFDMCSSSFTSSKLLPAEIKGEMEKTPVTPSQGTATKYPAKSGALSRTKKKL
OX1R antag: antagonists of human orexin 1 receptor (OX1R); inhibition, % at 6.6 µM; AID 485270, 2010; actives 1.8% (n = 330,000); OX1R-expressing cells, FRET antagonist read-out; Orexin/Hypocretin receptor type 1 (Homo sapiens), O43613; in the data active means inhibition mostly above about 38%, no sharp cut-off; inactive means mostly below about 40%;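 further: 0% = agonist challenge alone and 100% = reference antagonist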
Target sequence (O43613 whole entry, looked up): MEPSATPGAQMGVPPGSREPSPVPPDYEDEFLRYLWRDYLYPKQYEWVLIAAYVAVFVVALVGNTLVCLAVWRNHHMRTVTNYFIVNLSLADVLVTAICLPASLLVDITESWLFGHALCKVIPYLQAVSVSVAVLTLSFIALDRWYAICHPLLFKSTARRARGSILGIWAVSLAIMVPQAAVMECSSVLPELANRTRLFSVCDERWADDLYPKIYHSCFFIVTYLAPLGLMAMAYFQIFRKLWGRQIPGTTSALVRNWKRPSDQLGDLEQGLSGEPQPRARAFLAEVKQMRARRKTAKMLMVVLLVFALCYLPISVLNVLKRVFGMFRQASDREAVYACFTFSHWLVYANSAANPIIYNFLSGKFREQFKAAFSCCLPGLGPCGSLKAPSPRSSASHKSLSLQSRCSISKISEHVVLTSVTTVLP
Starred values were filed as active, the others as inactive; x = no result given.

OX1R antag	STK33 kinase inh	molecule
3	-0.8	N#Cc1cccc(CN2C=NS(=O)(=O)c3ccccc32)c1
17	-0.6	COc1cc(-c2nc3ccc(C)cn3c2Nc2ccc3c(c2)OCCO3)ccc1O
25	-1.3	COc1ccccc1NC(=O)NC1(C(=O)NCC2CCCO2)CCCCC1 (stereo unspecified)
15	-0.4	CN(C)C(=O)CSc1nnc([C@H](Cc2c[nH]c3ccccc23)NC(=O)OC(C)(C)C)o1
5	-2.1	CCOC(=O)[C@@H]1[C@H]2COc3ccccc3[C@@H]2N2C(=O)N(c3ccc(C)cc3)C(=O)[C@@]12C
20	1.7	CCc1cc2c(=O)[nH]cnc2s1
4	-1.4	Cc1ccc(CNC(=O)C2CCCN(S(=O)(=O)c3c(C)[nH]c(=O)[nH]c3=O)C2)cc1 (stereo unspecified)
-2	-0.9	Clc1ccc2nc(CN3CCCCC3)cn2c1
15	x	COc1cc(CN(CC2CCCO2)C(=O)c2cccs2)cc(OC)c1OC (stereo unspecified)
20	-0.2	CCN(CC)Cc1cc(C(=O)O)c(-c2ccccc2)o1
20	0.8	C[C@@]12C(=O)Nc3ccccc3C(=O)N1[C@H]1c3cc(Cl)ccc3OC[C@@H]1[C@@H]2c1ccccc1
19	0.3	Cc1ccc(-c2cc(-c3ccc(C)o3)nc(N)c2C#N)cc1
53	-0.1	Cc1cccnc1CN1CCN(C(=O)c2cc(COc3ccc4ncccc4c3)on2)CC1
0	0.4	Cc1ccc(S(=O)(=O)N2CCN(C(=O)CCC(=O)Nc3ccc(F)cc3F)CC2)cc1
14	-3.2	CCc1nnc(NC(=O)c2csc3c2CCC(C)C3)s1 (stereo unspecified)
1	-1.6	COc1ccc(S(=O)(=O)NC(C)C(=O)NCCN2CCOCC2)cc1Cl (stereo unspecified)
7	-0.4	COc1ccc(CCC(C)NCCc2ccc(Cl)cc2Cl)cc1 (stereo unspecified)
0	-0.7	CCOc1cc(/C=C/C(=O)O)ccc1OCCO
3	-0.8	Cc1nc2c(nnn2Cc2ccccc2Cl)c(=O)[nH]1
3	-0.3	CSc1ccccc1NC(=O)c1ccc(N2CCCC2=O)cc1
8	-0.3	O=S(=O)(NN=C1CCCCCCC1)c1ccc(Br)cc1
15	-0.7	O=C(CSc1nc2ccc(Cl)cc2[nH]1)Nc1ccc2c(c1)CCC2
7	-1.7	N#Cc1c(NC(=O)/C=C/c2ccco2)sc2c1CCCC2
17	-0.8	CC(C)(C)OC(=O)N/N=C\C=C\c1ccc2c(c1)OCO2
8	0.3	CC(=O)c1cc(Cc2csc(C(C)=O)c2)cs1
56	1.6	COc1cccc(C(=O)N=c2sc3cc(S(C)(=O)=O)ccc3n2C)c1
-15	0.4	Cc1ccc(N(Cc2cc(=O)[nH]c3ccccc23)C(=O)CCl)c(C)c1
-1	0.0	COCCNC(=S)N/N=C/c1ccccc1C(=O)O
5	-4.6	C/C(CC(=O)NCc1ccco1)=N\NC(=O)Cc1ccc(-c2ccccc2)cc1
0	0.6	CC(=O)c1ccccc1NC(=O)c1cc(S(=O)(=O)N2CCOCC2)ccc1N1CCCC1
20	-2.2	Clc1ccc2c(N3CCCC3)ccnc2c1
4	-0.2	COC(=O)[C@H](C)NC(=O)Nc1ccccc1F
0	-0.6	CCC(=O)NC(Nc1ncc(C)s1)(C(=O)OC)C(F)(F)F (stereo unspecified)
9	-1.7	Cc1c(NCc2cc(Cl)cc(Cl)c2O)c(=O)n(-c2ccccc2)n1C
17	1.5	CC1CC=C2C(C#N)=C(N)C(C#N)(C#N)C(c3cccs3)C2C1 (stereo unspecified)
19	-1.1	CCN(CC)CCNC(=O)/C(=N\O)c1ccccn1
17	1.6	CC(C)CCNC(=O)C1CC(c2ccccc2[N+](=O)[O-])=NO1 (stereo unspecified)
53	1.5	COc1ccc(NS(=O)(=O)c2ccc(-c3cnc(C4CC4)o3)cc2)cc1OC
12	-0.5	CCC1CCc2c(sc(NC(C)=O)c2C#N)C1 (stereo unspecified)
21	x	Cc1cccc(C)c1NC(=O)CNC(=O)C1CC(=O)N(Cc2ccccc2)C1 (stereo unspecified)
1	-1.7	CC(C)[C@H](NC(=O)[C@@H]1CSC2c3ccccc3C(=O)N21)C(=O)NC1CCCCC1 (stereo partly specified)
1	-0.9	CC(NC(=O)c1ccc(F)cc1)C(=O)NC1=NCCS1 (stereo unspecified)
17	0.1	CN1/C(=C/C(=S)NC(=O)C2(C)CC2(Cl)Cl)C(C)(C)c2ccccc21 (stereo unspecified)
34	-0.5	CCCC[C@@H]1C[C@H]1[C@@H](NC(=O)c1ccco1)c1ccc(Cl)cc1
19	0.1	CC(=O)C1=C(C)OC(N)=C(C#N)C1c1ccncc1 (stereo unspecified)
27	-2.4	CCCc1cc(=O)[nH]c(SCC(=O)N2CCC(C)CC2)n1
1	0.0	C=CCn1c(SCc2cccc(OC)c2)nnc1-c1ccncc1
13	x	Cc1nc(SCc2ccccc2)c([N+](=O)[O-])[nH]1
16	1.5	Cc1ccc(Cc2cnc(NC(=O)C3CCCO3)s2)cc1 (stereo unspecified)
5	-0.4	Cc1ccc2cccc(S(=O)(=O)Nc3c(C)n(C)n(-c4ccccc4)c3=O)c2n1
45	0.3	N=c1c(C(=O)NC2CCCCC2)cc2c(=O)n3ccccc3nc2n1Cc1ccco1
15	0.2	CCOc1ccc(CC2S/C(=N/N=C/c3ccco3)NC2=O)cc1 (stereo unspecified)
4	0.4	COc1cc([C@H](Cc2ccccc2)NC(C)=O)oc(=O)c1
6	-1.7	NC(=O)C1CCN(Cc2nc(-c3cccs3)no2)CC1
16	4.4	Cc1ccc(NC(=O)/C=C2\NC(=O)CS2)cc1
8	-1.6	COc1ccc(OC)c2c1sc(=NC(=O)C1CCCCC1)n2C
11	x	CCN1C(=O)[C@H]2[C@H]3CN=C(SCc4ccc(OC)cc4)N3[C@@](CC)(C(=O)OC)[C@H]2C1=O
19	-2.1	CCOC(=O)c1cccc(-n2c(C)nc3ccccc3c2=O)c1
-1	2.3	Cc1noc(C)c1-c1ccc2ncnc(NCC3CCCCN3C)c2c1 (stereo unspecified)
34	-1.6	COC(=O)c1cc(=O)nc2sc(-c3cccs3)nn12

13 structures out of the list, sorted by count of non-hydrogen atoms, low to high.
OX1R antag	STK33 kinase inh	molecule
20	-2.2	Clc1ccc2c(N3CCCC3)ccnc2c1
13	x	Cc1nc(SCc2ccccc2)c([N+](=O)[O-])[nH]1
19	0.1	CC(=O)C1=C(C)OC(N)=C(C#N)C1c1ccncc1 (stereo unspecified)
6	-1.7	NC(=O)C1CCN(Cc2nc(-c3cccs3)no2)CC1
4	0.4	COc1cc([C@H](Cc2ccccc2)NC(C)=O)oc(=O)c1
17	1.6	CC(C)CCNC(=O)C1CC(c2ccccc2[N+](=O)[O-])=NO1 (stereo unspecified)
17	1.5	CC1CC=C2C(C#N)=C(N)C(C#N)(C#N)C(c3cccs3)C2C1 (stereo unspecified)
15	0.2	CCOc1ccc(CC2S/C(=N/N=C/c3ccco3)NC2=O)cc1 (stereo unspecified)
9	-1.7	Cc1c(NCc2cc(Cl)cc(Cl)c2O)c(=O)n(-c2ccccc2)n1C
-1	2.3	Cc1noc(C)c1-c1ccc2ncnc(NCC3CCCCN3C)c2c1 (stereo unspecified)
21	x	Cc1cccc(C)c1NC(=O)CNC(=O)C1CC(=O)N(Cc2ccccc2)C1 (stereo unspecified)
5	-0.4	Cc1ccc2cccc(S(=O)(=O)Nc3c(C)n(C)n(-c4ccccc4)c3=O)c2n1
45	0.3	N=c1c(C(=O)NC2CCCCC2)cc2c(=O)n3ccccc3nc2n1Cc1ccco1

(continued)
OX1R antag	STK33 kinase inh	molecule
34	-0.9	O=C(Nc1ccc2c(c1)nc1n2CCOC1)C1CCCCC1
5	-1.9	COc1ccc(C(Nc2ccc(S(=O)(=O)N3CCOCC3)cc2)C(=O)NCCC(C)C)cc1OC (stereo unspecified)
11	-0.3	O=C(CSc1nnc(CNC(=O)c2c(F)cccc2Cl)o1)Nc1ccc2c(c1)OCO2
24	0.0	COc1cc(NS(=O)(=O)c2ccc(C)cc2)c2ncccc2c1
27	0.1	O=C(c1ccc(F)cc1)N1CCN2C(=O)c3ccccc3C12c1ccc(Cl)cc1 (stereo unspecified)
14	0.2	CC(C)CC(c1nnnn1Cc1cccs1)N1CCN(c2nc3ccccc3s2)CC1 (stereo unspecified)
10	-0.9	O=c1c2[nH]c3ccc(F)cc3c2ncn1Cc1ccncc1
13	0.5	COc1ccc(C(=O)CSc2nnc(COc3ccc(C#N)cc3)n2-c2ccccc2)cc1
24	0.2	Cc1ccc(C(=O)C[n+]2ccccc2C)cc1[N+](=O)[O-]
28	-0.2	CCOC(=O)c1c(-c2ccc(C)o2)csc1NC(=S)NC(=O)c1cccs1
18	-0.8	Cc1cc(-c2ccccc2)nc(SCc2ccc(C(=O)O)o2)n1
13	-1.5	Cc1ccc(N2CCN(C(=O)c3ccccc3)CC2)c(C)c1
11	2.7	COC(=O)c1sccc1NC(=O)CCC1CCCCC1
13	x	CC(=O)N1C(=O)C2(C(C#N)=C(N)Oc3cc(C)oc(=O)c32)c2ccccc21 (stereo unspecified)
2	-0.8	COc1ccc(S(=O)(=O)NCCC(C)C)cc1OC
44	-1.6	CC(C)NC(=O)Cn1cc(C(=O)C(=O)N2CCOCC2)c2ccccc21
26	-0.1	COc1cccc(OC)c1C(=O)NC(C)C12CC3CC(CC(C3)C1)C2 (stereo unspecified)
15	0.7	Cc1ccc(NC(=O)c2ccc3c(c2)OCCO3)nc1
18	-1.8	O=C(NC1CCC(c2ccccc2)CC1)c1cccnc1 (stereo unspecified)
15	-0.6	CCCc1cc2c(cc1NS(=O)(=O)c1ccc(CCNC(C)=O)cc1)OCO2
18	-1.2	COc1ccccc1-c1ccc(SCc2cccc(C)c2)nn1
15	x	COc1ccc(N2CC(O)=C(c3n(C)c4ccccc4[n+]3C)C2=N)cc1
13	-0.7	Cn1c(SCC(=O)Nc2ccccc2F)nnc1-c1ccc(S(=O)(=O)N2CCOCC2)cc1
5	-0.2	N#Cc1ccccc1S(=O)(=O)N1CCN(C(=O)CCC2CCCC2)CC1
50	-0.7	Cc1ccc(C(=O)O/N=C(\N)c2cccnc2)cc1[N+](=O)[O-]
8	-1.3	COCCCNc1c2c(nc3nnnn13)CCCC2
9	4.1	CC(C(=O)O)c1cccc(C(=O)c2ccccc2)c1 (stereo unspecified)
6	0.8	Nc1ccccc1Oc1ncc(C(F)(F)F)cc1Cl
-5	1.8	CCc1ccc(NC(=O)CCc2ccc(C)o2)cc1
30	x	Cc1cccc(C)c1NC(=O)CN(C)C(=O)c1ccc(NS(=O)(=O)c2ccc3[nH]c(=O)[nH]c3c2)cc1
7	-0.4	O=C(Oc1ccc(NC(=O)c2cc3c(cc2Br)OCO3)cc1)c1ccccc1
9	-0.9	CN(Cc1ccccc1)C(=O)C1CCN(S(=O)(=O)c2ccc(-n3cnnn3)cc2)CC1
16	0.9	COc1ccc(SCc2noc(C(=O)NCC3CCCO3)c2C(=O)O)cc1 (stereo unspecified)
7	0.2	Nc1nonc1-c1nc2ccccc2n1Cc1ccc(F)cc1Cl
7	-1.0	Cc1cc(NC(=O)C(C)SCC(=O)OC(C)C(=O)Nc2ccccc2C)no1 (stereo unspecified)
-2	-0.4	COc1ccc(C2(c3ccc(OC)cc3)NC(=O)N(CC(=O)Nc3ccc(C(=O)N(C)C)cc3)C2=O)cc1
10	0.5	CC1Cc2cc(/C(O)=C3/C(=O)C(=O)N(CCN4CCOCC4)C3c3cccc(Cl)c3)ccc2O1 (stereo unspecified)
x	0.0	O=S(=O)([O-])CCC[n+]1ccc(Oc2ccccc2)cc1
3	0.1	CCOC(=O)c1ccc(S(=O)(=O)NCCN(CC)CC)cc1
34	-0.3	CCN(Cc1ccncc1)C(=O)c1ccc2c(c1)S(=O)(=O)c1ccccc1C2=O
38	-1.1	O=[N+]([O-])c1ccc(Oc2cccc(F)c2)c2ccncc12
-3	-0.1	O=C(NCCN1CCN(C(=O)c2ccc(Br)cc2)CC1)c1ccc(Br)cc1
4	0.2	Cc1ccc(OCc2cc(C(=O)N(C)Cc3cc(C4CC4)n[nH]3)no2)cc1C
26	0.8	COc1cccc(CNc2nc3ccc(C)cc3n3cnnc23)c1
4	0.8	c1ccc(COc2ccc(OCCCCN3CCCCC3)cc2)cc1
8	-0.7	O=C(CC(=O)N/N=C/c1ccc(C(=O)O)cc1)NCCc1ccccc1
12	5.0	O=C(Nc1ccsc1C(=O)O)c1cccc(C(F)(F)F)c1
18	5.1	Cc1cc(F)ccc1N1CCC(N2CCN(CCC(C)C)C(CCO)C2)CC1 (stereo unspecified)
10	2.0	CN(C)c1ccc(N2[C@@H](CC(=O)O)c3cc(C(F)(F)F)ccc3S2(=O)=O)cc1
53*	-0.3	N#Cc1ccc(Nc2nc(-c3ccc(O)cc3O)cs2)cc1C(F)(F)F
x	0.3	O=C(Nc1cccc(-c2cccc(F)c2)c1)C1CCN(Cc2ccco2)CC1
10	-1.3	CCOC(=O)c1cc2c(ccn2C)n1CC(=O)N1CCN(c2ccccc2)CC1
22	0.3	CC(C)Oc1cc(NC(=O)CS(=O)(=O)CC(=O)N(C)C)c(Cl)cc1Cl
2	-1.2	CN(CC(=O)NC1CCN(Cc2ccccc2)CC1)S(=O)(=O)c1ccc2c(c1)c(=O)n(C)c(=O)n2C
1	-0.9	CCOC(=O)C1(CCOC)CCN(C/C=C/c2ccccc2OC)CC1
9	0.9	CC(=O)c1nc(N2C(=O)CC(Cc3cccc(C)c3)C2=O)sc1C (stereo unspecified)
11	0.6	Cc1ccc(C(=O)CN(C(=O)c2ccc(Cl)cc2)N2C(=O)c3ccccc3C2=O)cc1
